Bioassay records (PubChem BioAssay)
CHO parental Ca: counter-screen for OX1R antagonists: effect in parental CHO cells; parental CHO-K1, ATP-induced calcium, Fluo-8 fluorescence; inhibition, % at 5.6 µM; actives 0.63% (n = 330,000);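 active = inhibition above that plate's mean sample inhibition plus 3 SD, cut at about 26% in these data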;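 also: 0% = ATP-challenged DMSO wells and 100% = DMSO wells without ATP; some compounds past the cut are filed as inactive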
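Assay system: untransfected parental CHO cell line. Also added: ATP agonist challenge. Dosing: one dose, 5.6 µM nominal. Measured by: Fluo-8 fluorescence. Read-out: % inhibition. Benchmarks: ATP wells versus no-ATP DMSO wells. Repeats: no replicates.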
TAAR1 ag: human TAAR1 agonism; Q96RJ0; CHO RD-HGA16 TAAR1, Fluo-8 calcium fluorescence; vehicle wells 0%, saturating PEA agonist 100%; actives 0.99% (n = 360,000); activation, % at 3 µM; AID 624467;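 active = activation above the mean activation of all test compounds in the run plus 3 SD, cut at about 38% in these data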
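System: CHO-derived RD-HGA16 cells with stable Gα16 and human TAAR1 / Times: 17-24 h plating, Fluo-8 75 min 37 °C, 30 min RT / Technique: calcium-sensitive Fluo-8 signal, excitation 470-495, emission 515-575 nm / Measure: % activation relative to PEA EC100 response / Benchmarks: DMSO and PEA EC100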
CHO-K1 Ca antag: M1 antagonist counterscreen hit in parental CHO-K1 cells; ATP-induced calcium, Fluo-8 fluorescence; inhibition, % at 3 µM; actives 0.6% (n = 360,000); AID 602250;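 active = inhibition above a per-plate cutoff, the plate's mean sample inhibition plus 3 SD, cut at about 24% in these data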;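 also: 0% = DMSO plus EC80 ATP and 100% = DMSO alone without ATP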
TAAR1 antag: antagonists of human TAAR1. CHO RD-HGA16 TAAR1, Fluo-8 calcium fluorescence, antagonist. Q96RJ0. inhibition, % at 3 µM. actives 1.5% (n = 360,000);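 active = inhibition above a per-plate cutoff, the mean inhibition of test compounds on that plate plus 3 SD, cut at about 49% in these data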;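 also: 0% = DMSO plus EC80 beta-PEA response and 100% = DMSO alone without agonist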
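Test system – hTAAR1-expressing CHO RD-HGA16 cells, Gα16-coupled · Also added – β-PEA at EC80 concentration, post-compound challenge · Compound – 3 µM, single point · Incubation – dye loading 75 min at 37 °C, then 30 min room temperature · Measured by – Fluo-8 intracellular calcium dye fluorescence, real-time kinetic reads · Benchmarks – vehicle and agonist controls · Replicates – singlicate, one well per test compound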
CHRM1 antagonist: human CHRM1 antagonism; P11229; CHO-K1 hM1, Fluo-8 calcium fluorescence, ACh EC80 antagonist; inhibition, % at 3 µM; actives 1.3% (n = 360,000); AID 588852;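 active = percent inhibition above its own plate's cutoff, namely the mean of that plate's compound wells plus 3 SD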;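 also: peak over basal fluorescence ratio during 140 s after agonist addition; 0% = ACh EC80 plus DMSO and 100% = DMSO alone without agonist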
Target sequence (P11229 whole entry, looked up): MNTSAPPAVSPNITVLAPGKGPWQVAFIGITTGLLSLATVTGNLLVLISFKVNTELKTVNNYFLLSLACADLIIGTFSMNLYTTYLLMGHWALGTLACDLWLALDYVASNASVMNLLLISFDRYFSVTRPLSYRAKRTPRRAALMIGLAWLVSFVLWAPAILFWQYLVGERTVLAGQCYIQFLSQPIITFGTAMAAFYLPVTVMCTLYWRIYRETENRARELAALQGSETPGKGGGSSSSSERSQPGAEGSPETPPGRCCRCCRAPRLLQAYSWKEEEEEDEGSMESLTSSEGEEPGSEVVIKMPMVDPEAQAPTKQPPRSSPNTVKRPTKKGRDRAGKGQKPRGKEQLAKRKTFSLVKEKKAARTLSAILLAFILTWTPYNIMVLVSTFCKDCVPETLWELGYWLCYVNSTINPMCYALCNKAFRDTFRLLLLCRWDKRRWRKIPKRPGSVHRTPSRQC
CHO-K1 Ca PAM: counter-screen for M1 PAMs: effect in parental CHO-K1 cells | ATP EC20, Fluo-8 calcium fluorescence; 0% at ATP EC20, 100% at ATP max | AID 602247 | activation, % at 3 µM | actives 0.02% (n = 360,000);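 active = activation above the run cutoff, the mean activation of all test compounds plus 3 SD, cut at about 40% in these data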;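 also: peak over basal fluorescence ratio in a 140 s read after ATP addition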
CHO-K1 Ca ag: M1 agonist counterscreen hit in parental CHO-K1 cells | activation, % at 3 µM | Fluo-8 calcium fluorescence; scaled to maximal ATP response, vehicle zero | AID 602248 | actives 0.48% (n = 360,000); in the data active = activation above about 15%;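 also: untransfected CHO-K1 host cells lacking M1 receptor as counterscreen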
M1 ag: human M1 muscarinic receptor agonism | P11229 | activation, % at 3 µM | actives 0.33% (n = 360,000) | CHO-K1 hM1, Fluo-8 calcium fluorescence, agonist mode; 0% DMSO, 100% acetylcholine EC100 | AID 588814;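 active = activation above the run's mean compound activation plus 3 SD, cut at about 16% in these data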;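 also: peak over basal fluorescence ratio within a 140 s kinetic read after compound addition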
M1 PAM: positive allosteric modulators of human M1 muscarinic receptor | actives 0.088% (n = 360,000) | activation, % at 3 µM | CHO-K1 hM1, Fluo-8 calcium fluorescence, ACh EC20; 0% = ACh EC20, 100% = maximal ACh; in the data active = activation above about 19%, passing the limit was not always enough
Numbers without * were called inactive; nt = no result given.

SMILES	CHO parental Ca	TAAR1 ag	CHO-K1 Ca antag	TAAR1 antag	CHRM1 antagonist	CHO-K1 Ca PAM	CHO-K1 Ca ag	M1 ag	M1 PAM
CCOC(=O)N1CCN(CC(O)COCc2ccc(OC)c(OC)c2)CC1 (stereo not drawn)	6	1	-6	-11	-7	22	0.7	-8	12
CC(C)NC(=O)Cn1cnc2c(cnn2-c2ccc(F)cc2)c1=O	0	1	-15	-17	-12	0	0.5	-1	4
CCOC(=O)c1c(N2C(=O)Nc3ccccc3N2O)n[nH]c1-c1cccc(OC)c1	-3	7	-4	-5	0	22	0.1	-7	4
C=CCSc1nnc2nc3[nH]c4c(C)cccc4c3nn12	-2	1	5	-1	4	7	0.1	-5	-2
Cc1[nH]nc2c1C1(CCOC1C)C(C#N)=C(N)O2 (stereo not drawn)	-1	7	-9	12	-10	23	0.8	-3	7
COc1ccccc1N(CC(=O)NC(C)C)S(=O)(=O)c1cccs1	-7	7	3	-23	13	-1	0.3	-7	-6
Fc1cc(F)cc(NC(=S)NN2CCOCC2)c1	-4	3	4	-14	2	-2	0.2	-6	0
CCOc1cccc(C(=O)Nc2cnn(Cc3ccccc3)c2)c1	-30	1	5	1	-23	-1	-0.5	-4	1
COc1ccc(Cc2nnc(SCC(=O)NC3CCCCC3)n2C)cc1	-4	-2	-14	-1	-7	7	0.3	-12	4
CCOc1cc2[nH]c(=O)n(CCC(=O)NCCc3ccccc3)c(=O)c2cc1OCC	-11	4	-7	-14	-12	14	0.3	-1	11
O=C(Cn1cnc2c(cnn2-c2ccc(F)cc2)c1=O)NCc1ccco1	4	-2	-1	2	-5	21	8.7	-1	7
CN(C1CCCCC1)S(=O)(=O)c1ccc2c(c1)c(=O)c(C(=O)O)cn2C	nt	3	11	-3	-9	0	0.7	-6	10
O=S(=O)(Nc1cccc(-n2cnnn2)c1)c1cc(Cl)ccc1Cl	1	3	-11	-19	-6	17	4.4	1	6
CCCCS(=O)(=O)C(=C1Nc2ccccc2N1)S(=O)(=O)CCCC	-14	8	13	-4	3	-5	0.3	-5	2
CCn1ccnc1CN(C)Cc1c(C(=O)N2C[C@@H](C)O[C@@H](C)C2)nc2ccc(Cl)cn12	nt	0	-6	-9	-8	-2	0.8	-5	4
CSc1nc2c(c(=O)[nH]c(=O)n2C)n1C/C=C(\C)Cl	0	12	-15	-4	1	-9	0.5	-5	4
Cc1ccc(-n2cc(CNCCCn3ccnc3C)c(-c3ccc(F)cc3)n2)cc1	-14	7	-15	1	0	16	4.0	-7	-5
Cc1ccc(NC2CCCN(C(=O)c3ccoc3C)C2)cc1C (stereo not drawn)	nt	0	-15	-28	-15	11	1.5	-1	10
CC(Nc1nc(-c2ccc3c(c2)NC(=O)CO3)cs1)c1ccccc1 (stereo not drawn)	-22	11	14	32	5	-16	0.4	-6	2
O=c1[nH]c(CN2CCCCC2)nc2c1C1(CCCCC1)Cc1ccccc1-2	1	5	-9	-18	-23	21	0.0	-3	5
CC1CCCCC1NC(=O)CCS(=O)(=O)c1cc2c(cc1Cl)NC(=O)CO2 (stereo not drawn)	-16	4	-1	-20	-5	11	1.0	-2	4
COc1ccc(N2C(=O)C3CCCN3C2c2ccc(C)cc2)cc1Cl (stereo not drawn)	-7	3	-10	4	-14	13	0.4	-5	4
Cc1c(NS(=O)(=O)N2CCCC2)c(=O)n(-c2ccccc2)n1C	0	8	2	-14	-9	13	0.3	-6	7
CC1CC(C)CN(S(=O)(=O)c2cccc(C(=O)N3C(=O)c4cccc(N)c4C3=O)c2)C1 (stereo not drawn)	-4	4	-3	9	-23	12	0.0	-2	1
O=C(Cn1cnc([N+](=O)[O-])c1)c1ccc(Cl)cc1	-6	12	-11	-10	3	18	0.2	-3	3
Cc1csc(NC(=O)C(C)Oc2ccc(Br)cc2)n1 (stereo not drawn)	-9	6	0	4	-1	-3	0.0	-2	-5
O=C(NCCc1ccc(Cl)cc1)C1CCN(S(=O)(=O)N2CCC3(CC2)OCCO3)CC1	-1	6	-13	-14	-4	15	3.9	-5	7

Structural class: those above with an aryl methoxy group
SMILES	CHO parental Ca	TAAR1 ag	CHO-K1 Ca antag	TAAR1 antag	CHRM1 antagonist	CHO-K1 Ca PAM	CHO-K1 Ca ag	M1 ag	M1 PAM
CCOC(=O)N1CCN(CC(O)COCc2ccc(OC)c(OC)c2)CC1 (stereo not drawn)	6	1	-6	-11	-7	22	0.7	-8	12
CCOC(=O)c1c(N2C(=O)Nc3ccccc3N2O)n[nH]c1-c1cccc(OC)c1	-3	7	-4	-5	0	22	0.1	-7	4
COc1ccccc1N(CC(=O)NC(C)C)S(=O)(=O)c1cccs1	-7	7	3	-23	13	-1	0.3	-7	-6
COc1ccc(Cc2nnc(SCC(=O)NC3CCCCC3)n2C)cc1	-4	-2	-14	-1	-7	7	0.3	-12	4
COc1ccc(N2C(=O)C3CCCN3C2c2ccc(C)cc2)cc1Cl (stereo not drawn)	-7	3	-10	4	-14	13	0.4	-5	4

Given field by field: part of the list above
canonical_smiles: O=C(Cn1cnc([N+](=O)[O-])c1)c1ccc(Cl)cc1
  CHO parental Ca = -6	TAAR1 ag = 12	CHO-K1 Ca antag = -11	TAAR1 antag = -10	CHRM1 antagonist = 3	CHO-K1 Ca PAM = 18	CHO-K1 Ca ag = 0.2	M1 ag = -3	M1 PAM = 3
canonical_smiles: CCOC(=O)N1CCN(CC(O)COCc2ccc(OC)c(OC)c2)CC1 (stereo not drawn)
  CHO parental Ca = 6	TAAR1 ag = 1	CHO-K1 Ca antag = -6	TAAR1 antag = -11	CHRM1 antagonist = -7	CHO-K1 Ca PAM = 22	CHO-K1 Ca ag = 0.7	M1 ag = -8	M1 PAM = 12
canonical_smiles: Cc1ccc(NC2CCCN(C(=O)c3ccoc3C)C2)cc1C (stereo not drawn)
  CHO parental Ca = nt	TAAR1 ag = 0	CHO-K1 Ca antag = -15	TAAR1 antag = -28	CHRM1 antagonist = -15	CHO-K1 Ca PAM = 11	CHO-K1 Ca ag = 1.5	M1 ag = -1	M1 PAM = 10

This is a random part of the collection (roughly 4.4% active in at least one column).
